# Screening results from PubChem.
# HTR1E agonist = activates the human 5-HT1E serotonin receptor; P28566; CHO 5-HT1E Ga15 NFAT-bla reporter, FRET; 0% DMSO wells, 100% control agonist wells; activation, % at 6 µM; 0.69% of 65,000 active;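 active = activation above a set limit, the screen-wide mean activation plus 3 SD, cut at about 8.5% in these data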;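 note: 100% = positive control agonist at 1 µM giving full maximal response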
# Target sequence (P28566 whole entry, looked up): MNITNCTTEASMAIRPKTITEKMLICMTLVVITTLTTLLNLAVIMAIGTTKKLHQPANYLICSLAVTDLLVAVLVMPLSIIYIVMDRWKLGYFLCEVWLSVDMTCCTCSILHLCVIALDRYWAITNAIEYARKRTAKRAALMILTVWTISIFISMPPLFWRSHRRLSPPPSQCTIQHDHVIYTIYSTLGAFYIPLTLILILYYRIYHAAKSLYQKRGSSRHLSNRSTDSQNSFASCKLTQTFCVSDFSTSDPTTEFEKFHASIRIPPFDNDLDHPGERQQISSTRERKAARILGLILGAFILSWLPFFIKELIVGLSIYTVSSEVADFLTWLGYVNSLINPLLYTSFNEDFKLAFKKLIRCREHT
# S1P3 ag = agonists of human S1P3 receptor | Q99500 | S1P3 NFAT-BLA reporter cells, agonism, FRET ratio; relative to 1 µM S1P, basal subtracted | activation, % at 4.5 µM | 0.1% of 60,000 active;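 active = activation above the screen-wide mean plus 3 SD, cut at about 4.5% in these data, passing the limit was not always enough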; note: some compounds called inactive have numbers as strong as hits
#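 material = human S1P3 NFAT-BLA reporter CHO cells | schedule = 4 h compound at 37 °C, 2 h substrate at RT | measured by = fluorescent BLA substrate, ex 405 nm, em 460/535 nm ratio | controls = 1 µM S1P reference | replication = primary once, confirmation triplicate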
# S1P1 ag-PAM = S1P1 (human) agonism or agonism potentiation; activation, % at 9.5 µM; P21453; S1P1 CRE-bla cells, forskolin, beta-lactamase FRET, potentiator mode; S1P1 agonist co-added at EC20, 2 nM; 100% = saturating reference agonist, 0% = basal; 0.57% of 56,000 active;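 active = activation above a cutoff set at the mean activation of all tested compounds plus 3 SD, cut at about 54% in these data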;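 note: forskolin at 4 µM as EC80 and the EC20 agonist is SEW2871; 100% = SEW2871 at its EC100 plus forskolin at EC80; some compounds past the cut are filed as inactive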
# D1 mod = D1 dopamine receptor (human) allosteric modulation. P21728. HEK293 D1, CRE-luciferase, dopamine EC30 potentiation; actives deviate in either direction. B-score at 10 µM. 5.9% of 58,000 active;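 active = luminescence count or its row- and column-corrected plate score outside the 99.7% band of the plate's sample wells, on either side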
# 5HT1a ag = agonists of human 5-HT1a serotonin receptor. P08908. activation, % at 10 µM. CHO 5-HT1a Ga15 NFAT-bla reporter, FRET ratio; 0% basal, 100% maximal reference agonist. 0.56% of 65,000 active;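 active = activation above the screen-wide mean activation plus 3 SD, cut at about 19% in these data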;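 note: 0% = DMSO wells and 100% = 5-CT at EC100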
# Target sequence (P08908 whole entry, looked up): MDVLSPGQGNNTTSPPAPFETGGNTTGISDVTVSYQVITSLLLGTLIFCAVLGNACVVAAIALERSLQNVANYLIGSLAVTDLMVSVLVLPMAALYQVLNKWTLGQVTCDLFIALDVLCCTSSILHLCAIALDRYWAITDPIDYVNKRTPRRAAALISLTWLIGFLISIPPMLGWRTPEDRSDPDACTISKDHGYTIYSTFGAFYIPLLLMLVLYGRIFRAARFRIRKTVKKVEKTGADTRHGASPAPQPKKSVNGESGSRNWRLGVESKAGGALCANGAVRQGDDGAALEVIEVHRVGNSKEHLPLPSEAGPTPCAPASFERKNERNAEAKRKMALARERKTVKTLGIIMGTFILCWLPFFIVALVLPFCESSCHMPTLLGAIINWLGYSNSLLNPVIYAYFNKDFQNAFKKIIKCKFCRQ
# HEK293 NFkB inh = lowers PMA/ionomycin-induced NF-kB signal in HEK293 cells. HEK-293 NF-kB luciferase reporter, luminescence. inhibition, % at 3 µM. 0.21% of 62,000 active;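 active = inhibition above the mean of all tested compounds plus 3 SD, cut at about 40% in these data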;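 note: 0% = stimulated DMSO wells and 100% = 10 µM reference inhibitor 5653914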
#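 System – HEK-293 cells with stable firefly luciferase reporter driven by four HIV NF-kB elements · Doses – one dose, 3 µM · Schedule – 1 h compound pre-incubation, 16 h PMA/ionomycin at 37 °C · Technique – luminescence from luciferase substrate reagent · Measure – percent inhibition normalized per plate to DMSO and reference-inhibitor controls · Replicates – tested once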
# 5HT1a antag = 5-HT1a (human) receptor antagonism | P08908 | inhibition, % at 10 µM | 0.68% of 62,000 active | CHO 5-HT1a Ga15 NFAT-bla reporter, antagonist mode | AID 612;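 active = inhibition above the mean of all tested compounds plus 3 SD, cut at about 43% in these data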;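 note: receptor stimulated by 5-CT agonist at 100 nM near EC80; beta-lactamase reporter measured by ratiometric fluorescence of a cleavable substrate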
# HTR1E antagonist = 5-HT1E (human) receptor antagonism; P28566; CHO 5-HT1E Ga15 NFAT-bla reporter, FRET, antagonist; inhibition, % at 6 µM; 0.99% of 65,000 active; AID 571;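 active = inhibition above a set limit, the mean inhibition across every tested compound plus 3 SD, cut at about 29% in these data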;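 note: signal is the 460 over 535 nm emission ratio of beta-lactamase substrate; 0% = agonist plus DMSO wells and 100% = wells without agonist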
# Jurkat viability = cytotoxicity toward Jurkat cells; 1.2% of 56,000 active; Jurkat E6.1 viability, ATP luminescence, 48 h; inhibition, % at 4 µM; AID 463;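 active = inhibition above the mean inhibition of all tested compounds plus 3 SD, cut at about 28% in these data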
# * hit, by the source's call; · = not tested or not shown.
SMILES,HTR1E agonist,S1P3 ag,S1P1 ag-PAM,D1 mod,5HT1a ag,HEK293 NFkB inh,5HT1a antag,HTR1E antagonist,Jurkat viability
O=C(CSc1nnnn1-c1ccc2c(c1)OCCO2)N1CCc2ccccc21,0.1,-0.2,3,0.57,-0.5,16,6,2,0
COC(=O)c1c(NS(=O)(=O)c2cccs2)sc2c1CCCC2,0.8,-0.9,17,-0.54,1.0,12,5,6,1
CC(=O)OC(C(=O)NCCc1ccccc1)c1cccnc1 (stereo not drawn),-0.9,0.3,5,-0.21,-3.7,15,-4,-4,-6
CCc1nc2oc3ccccc3c(=O)c2c(=O)n1Cc1ccc(OC)cc1,-0.3,-0.5,-24,1.2,1.0,14,-6,13,1
O=C(O)c1ccccc1NS(=O)(=O)c1cccc2cccnc12,1.3,0.2,·,0.039,-0.1,5,-27,-1,-1
Cc1ccc(-c2nnn(CC(=O)N(c3ccc(F)cc3)C(C(=O)NC3CCCC3)c3ccco3)n2)o1 (stereo not drawn),-0.4,0.1,-7,-0.0033,0.0,18,16,16,-10
CCOCCn1c(-c2ccc(OC)cc2)nc2ccccc21,0.8,-1.3,-3,-0.77,-2.3,-16,4,10,-2
COC(=O)c1cn(C(=O)c2cccs2)c2ccccc12,0.7,-0.3,·,0.57,-0.8,3,-2,-1,-2
Cc1cc(=O)oc(C)c1C(=O)NCC1CCCO1 (stereo not drawn),-0.6,-0.2,1,-0.47,-2.7,·,·,-5,·
COCCNC(=O)C(c1ccc(C)o1)N(C(=O)c1snc(C(N)=O)c1N)c1ccc(C)c(C)c1 (stereo not drawn),0.4,-0.4,18,0.022,1.1,3,-14,2,1
CCS(=O)(=O)N1CCCC(C(=O)NCc2cccnc2)C1 (stereo not drawn),-0.9,-0.7,12,-0.9,-6.8,6,6,20,12
Cc1cccc(Nc2nc(N)nc(CN3CCN(c4ccc(F)cc4)CC3)n2)c1,0.3,0.0,14,-1,-0.6,10,3,6,4
CN(C)c1ccc(/C(=N\O)C(F)(F)F)cc1,-1.5,-1.0,-22,1.2,-0.6,16,27,-2,3
CCOC(=O)c1sc(NC(=O)c2ccc(Cl)s2)cc1C,1.4,-0.4,34,-0.92,-2.8,-50,11,-2,-3
c1ccc(-c2noc(CSc3nnnn3-c3ccccc3)n2)cc1,1.4,-1.2,-2,0.42,0.9,7,1,-8,3
COc1ccc(CSc2nnc(N)s2)cc1F,-0.2,0.3,14,2.4,-3.1,5,-3,0,-5
Cc1ccc(C(=O)CC2(O)C(=O)N(C)c3ccc(Br)cc32)c(C)c1 (stereo not drawn),-0.4,-1.6,9,-0.16,-4.8,5,5,-2,2
O=C(c1cc(-c2cccs2)on1)N1CCOCC1,-0.8,-0.6,-20,-0.68,-2.8,-20,-5,3,-2
COc1ccc(N(CC(=O)Nc2cccc(C)c2C)S(=O)(=O)c2c(C)n[nH]c2C)cc1,-0.2,0.4,9,·,-3.5,7,4,9,2
COc1cccc(NC(=O)CCN2CCN(C)CC2)c1,-0.4,0.1,9,-0.044,-1.7,20,7,-1,-4
CCCNC(=O)c1cc(-c2ccc(Br)cc2)on1,0.6,0.5,-2,0.064,-1.2,-32,-15,-4,2
COc1ccccc1/C=C/CN1CCOCC1,0.7,-0.8,·,-0.8,-1.0,0,-9,-4,4
CCCS(=O)(=O)N1CCC(C(=O)NCCCOC)CC1,-0.7,0.8,-6,0.46,-0.9,-10,4,4,10
CC1(C)Oc2ccc3ccc(=O)oc3c2/C(=C/N)C1=O,-0.1,-0.7,-4,0.99,-0.7,17,-5,13,3
C=CCOc1nc(-c2ccncc2)nc2ccccc12,-0.1,-3.3,-6,6.5*,-0.2,·,·,21,·

# Complete entries, quoted from the list. Order of screens: HTR1E agonist	S1P3 ag	S1P1 ag-PAM	D1 mod	5HT1a ag	HEK293 NFkB inh	5HT1a antag	HTR1E antagonist	Jurkat viability
# `COC(=O)c1c(NS(=O)(=O)c2cccs2)sc2c1CCCC2` reads 0.8	-0.9	17	-0.54	1.0	12	5	6	1
# `CCc1nc2oc3ccccc3c(=O)c2c(=O)n1Cc1ccc(OC)cc1` reads -0.3	-0.5	-24	1.2	1.0	14	-6	13	1

# More entries follow.
SMILES,HTR1E agonist,S1P3 ag,S1P1 ag-PAM,D1 mod,5HT1a ag,HEK293 NFkB inh,5HT1a antag,HTR1E antagonist,Jurkat viability
Cc1cc(NC(=O)c2ccccc2Oc2ccccc2)no1,0.5,-1.1,-16,6.2*,-1.5,15,-4,-12,2
COC(=O)NCC(c1cccnc1)N1CCOCC1 (stereo not drawn),0.1,-1.1,-6,-0.22,-2.2,8,-2,2,-6
CN(C)S(=O)(=O)c1ccc(C(=O)Nc2ccccc2C(=O)O)cc1,-0.8,-1.0,5,-0.21,-3.8,12,1,5,2
NC(=O)c1ccccc1OCCOCCOCCOc1ccccc1C(N)=O,-1.0,-1.5,-31,·,1.8,·,·,-9,·
O=C(CN1CCC(Cc2ccccc2)CC1)NC(=O)NCc1ccco1,-0.3,-0.5,20,1.5,-2.4,9,1,-11,-8
Cn1nnnc1SCCNCC#Cc1ccccc1,0.3,-1.9,-23,2.2,-2.9,14,10,-5,-2
COc1cccc2cc(C(=O)N3CCN(c4ccc(C)cc4C)CC3)c(=O)oc12,-0.6,0.7,-13,3.1,0.7,7,-4,2,-24
c1ccc(-c2nnc(N3CCN(c4ccccn4)CC3)c3ccccc23)cc1,0.6,-0.4,16,-2.6,3.9,17,9,10,20
CCN(CC)S(=O)(=O)c1cccc(-c2nnc(SCCCC(=O)c3ccc(F)cc3)o2)c1,0.3,-0.4,10,0.37,-1.9,22,2,5,21
C=CCn1c(SCC(=O)Nc2cc(C)c(Cl)cc2OC)nnc1-c1ccco1,-1.2,0.1,-7,1.3,-0.4,6,-4,1,-4
O=C(NCc1ccc(F)cc1)c1cc2ccccn2n1,-0.3,-0.6,-1,1,0.6,12,8,10,1
O=C(CSc1nnnn1-c1ccc2c(c1)OCCO2)Nc1nc2c(s1)CCCC2,-0.2,0.3,-7,0.29,0.6,9,18,-7,-1
O=C(COc1ccccc1)NCCn1ccc2ccccc21,0.5,-0.5,-26,-0.22,-7.3,-1,1,-1,2
Cn1c(=O)c2c(nc(SCCN3CCOCC3)n2Cc2ccccc2)n(C)c1=O,-0.4,0.3,-25,1.2,0.6,-5,-1,8,-6
O=C(O)c1cscn1,1.4,-0.5,-16,-0.21,-3.8,-11,-20,2,3
CN(C/C(O)=C(\C#N)c1ccccc1)C1CCCCC1,0.2,0.6,1,·,1.8,3,-4,-1,-2
CC1(C)NC(=O)N(CC(O)COC2CCCCC2)C1=O (stereo not drawn),-1.0,-0.1,0,0.072,-3.2,18,2,-4,-2
CCOC(=O)C1CCN(C(c2cc(OC)c(OC)c(OC)c2)c2sc3nc(C)nn3c2O)CC1 (stereo not drawn),-0.1,-1.4,6,0.27,-2.7,7,-20,3,-9
Cc1ccc(S(=O)(=O)Nc2ccc3nc(-c4cccn4C)[nH]c3c2)cc1,-0.3,-0.4,·,0.42,0.0,-5,4,3,-5
COc1ccc(C(NC(=O)c2ccco2)c2ccc(OC)c(OC)c2)cc1 (stereo not drawn),-0.1,0.2,-31,0.51,-4.7,-6,-2,-1,-6
CCc1nc(SCC(=O)c2cc(C)ccc2C)n[nH]1,-0.9,-2.0,4,-0.0053,-1.1,2,7,14,1
Cc1nc2cc(-c3ccccc3)ccc2o1,0.3,-0.2,6,-0.75,-1.4,11,-10,-17,-1
c1ccc(-n2c(SCc3nc(-c4cccs4)no3)nnc2-c2ccco2)cc1,-1.9,-0.9,·,2.7,0.1,9,8,11,7
O=C(C1CCC1)N1CCc2cc(S(=O)(=O)Nc3ccc4c(c3)OCCO4)ccc21,0.0,-0.7,115*,-0.68,-4.3,8,9,9,26
O=C(NCCc1cn2ccccc2n1)C1CCCCC1,-0.6,-1.6,13,-0.62,-3.6,13,2,13,-2
SMILES,HTR1E agonist,S1P3 ag,S1P1 ag-PAM,D1 mod,5HT1a ag,HEK293 NFkB inh,5HT1a antag,HTR1E antagonist,Jurkat viability
CCn1c(=N)n(CCOc2ccc(OC)cc2)c2ccccc21,-0.6,-0.7,12,-0.22,-1.9,22,18,15,2
CC1CN(S(=O)(=O)c2cccs2)CC(C)O1 (stereo not drawn),0.7,0.1,-44,0.46,-5.4,10,-3,-9,-2
COc1ccccc1C(=O)Nc1ccc(C(=O)O)cc1,-0.2,0.3,-23,-1.1,74*,11,0,-9,3
CCN(CC(=O)N1CCCCCC1)S(=O)(=O)c1ccc(Cl)cc1,0.9,-1.1,20,0.15,-1.6,10,3,-5,-1
Cc1ccc(NC(=O)Cn2cnc3c(=O)n(C)c(=O)n(C)c32)c(C)c1,1.8,·,·,·,0.3,0,3,4,·
COC(=O)c1ccccc1NC(=O)C(CCS(C)(=O)=O)NC(C)=O (stereo not drawn),-0.2,-0.3,-6,0.12,-2.0,7,9,9,0
O=S(=O)(Cc1ccc(Cl)cc1)N1CCN(Cc2ccccc2)CC1,-0.9,-1.3,-12,0.072,-0.3,8,1,-4,4
CC(C)CNS(=O)(=O)c1ccc(C(=O)Nc2ccc3c(c2)OCCO3)cc1,-0.4,-1.5,7,0.32,-3.4,-4,5,13,11
CCn1c(SCC(=O)Nc2ccc(NC(=O)c3cccs3)cc2)nnc1-c1cccnc1,-0.5,0.0,-8,·,-0.6,5,-4,2,-10
Cn1c(=O)[nH]c(=O)c2c1nc(N1CCC(Cc3ccccc3)CC1)n2Cc1ccccc1,0.3,6.0,-23,0.74,0.1,-1,3,-6,-4
Cc1nc2ccc(NC3=NCCCCC3)cc2s1,-0.1,0.1,3,-0.59,-4.2,12,-14,10,13
CSc1cccc(NS(=O)(=O)c2ccc3c(c2)oc(=O)n3C)c1,0.0,-0.6,13,-0.28,-2.0,9,-3,18,9
N#C/C(C(=O)NCc1ccccc1)=C1\SC(CCO)C(=O)N1c1ccccc1 (stereo not drawn),-0.1,-5.9,-14,·,4.8,·,·,2,·
C=CCn1c(SCC(=O)OC)nc2sc3c(c2c1=O)CCN(C)C3,-0.3,-2.0,-1,·,2.8,·,·,-10,·
Cc1cccc(NC(=O)CSc2ncnc3c2oc2ccccc23)c1,1.1,0.7,-36,·,1.3,7,4,12,-12
CCOc1ccc(NC(=O)C2C3C=CC4(CN(C(C(=O)OC)C(C)C)C(=O)C24)O3)cc1 (stereo not drawn),0.6,0.0,-7,0.07,0.8,17,-4,-1,0
Cc1ccc(NC(=O)CSc2nnc([C@@H]3CCCN3C(=O)OC(C)(C)C)o2)c(C)c1,-0.5,-0.6,4,0.4,-1.4,12,6,-2,-8
CCOC(=O)N1CCN(C(=O)C2CCN(c3ncnc4c3sc3cccc(F)c34)CC2)CC1,0.9,-0.7,97*,-0.3,-0.2,18,18,-2,11
CCOC(=O)c1sc2nc(CC(=O)OC)nc(NCc3ccco3)c2c1C,-0.1,·,·,1.5,-1.4,16,8,7,·
COc1ccc(-c2cc(C(F)(F)F)n3nc(C)cc3n2)cc1,-0.1,0.8,-17,12*,-0.2,-4,-12,-12,-9
Cc1ccc(C(=O)CC2(O)C(=O)N(C)c3ccccc32)o1 (stereo not drawn),0.3,-1.2,8,1.2,-1.6,10,-1,2,0
O=C(CSc1ccc(Cl)cc1)c1ccco1,0.1,·,·,0.027,-0.8,14,8,7,·
C(=N\c1nc2ccccc2n1CCN1CCOCC1)/c1cccs1,-0.1,0.7,-8,-1.1,-2.7,6,-3,-6,2
